# Source: PubChem
# DAX1 inh-1: DAX1 (NR0B1) inhibitors, primary screen, cell-based, HEK293, Gal4-DAX1, luciferase luminescence | HEK293 Gal4-DAX1 luciferase reporter | inhibition, % at 6.75 µM | 340,000 tested, 0.99% active | AID 504766, 2011;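 active = inhibition above the mean over all tested compounds plus 3 SD, cut at about 4.2% in these data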;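 note: 0% = DAX1-transfected cells with DMSO and 100% = empty-vector control cells with DMSO; inhibition shows as a rise in luminescence from relieved DAX1 repression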
# hgDAF-12 ag: H. glycines DAF-12 receptor agonists, primary screen, cell-based, luminescence, HEK293, GAL4 fusion, UAS-luciferase. Nuclear hormone receptor DAF-12 (Heterodera glycines), GAL4 fusion. HEK293 GAL4-hgDAF12 UAS-luciferase reporter, agonist luminescence; normalized to butyrate control. activation, % at 6.8 µM. 370,000 tested, 1.8% active. AID 687014, 2013;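 active = activation above a cutoff set at the mean of all screened compounds plus 3 SD, cut at about 10% in these data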;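 note: 0% = DMSO wells and 100% = sodium butyrate wells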
# DAX1 inh-2: DAX1 (NR0B1) inhibitors on StAR promoter, primary screen, cell-based, luminescence, SF-1 (NR5A1), full-length DAX-1. HEK293T StAR-luciferase reporter, SF-1/DAX-1 repression relief. inhibition, % at 6.8 µM. 370,000 tested, 1.1% active. AID 652010, 2013;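 active = inhibition above the mean over all tested compounds plus 3 SD, cut at about 3.6% in these data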;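 note: 0% = DAX-1 cells with DMSO and 100% = cells lacking DAX-1 with DMSO; higher inhibition means more luminescence from relief of DAX-1 repression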
# ssDAF12 agonist: S. stercoralis DAF-12 nuclear receptor activators, primary screen, cell-based, luminescence, HEK293, GRIP1 co-expression, lit1-tk-luc; Nuclear hormone receptor DAF-12 (Strongyloides stercoralis); HEK293 ssDAF-12/GRIP1 lit1-tk-luc reporter; % of 3 µM dafachronic acid response; activation, % at 6.8 µM; 370,000 tested, 1% active; AID 652126, 2013;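 active = activation above the mean over all tested compounds plus 3 SD, cut at about 0.9% in these data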;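 note: 0% = DMSO-only wells and 100% = 3 µM delta7-dafachronic acid wells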
# proKLK7 act: proKLK7 zymogen activators, primary screen, biochemical, fluorescence intensity. Kallikrein-7 (Homo sapiens), P49862. purified proKLK7, EDANS-DABCYL substrate fluorescence; 100% is mature enzyme control, 0% vehicle. activation, % at 7 µM. 370,000 tested, 0.9% active. AID 652039, 2013;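 active = activation above the mean of all tested compounds plus 3 SD, computed per campaign excluding outliers beyond control limits, cut at about 13% in these data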
# NPR2 activator: human GC-B receptor activators, primary screen, HEK293 GC-B cells, cGMP TR-FRET, EC30 CNP. Atrial natriuretic peptide receptor 2 (Homo sapiens), P20594. 0% at EC30 CNP, 100% saturating CNP. activation, % at 10 µM. 370,000 tested, 0.11% active;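 active = activation at 10 µM reaching about 35% in either raw or pattern-adjusted values, limit read from the data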
# GAA850 FXN act: FXN promoter activators, primary screen, cell-based, luciferase luminescence, HEK293 lucGAA850 | activation, % at 6 µM | AID 540364, 2011 | HEK293 lucGAA850 FXN promoter luciferase reporter, 24 h; percent of 10 µM SAHA response | 360,000 tested, 0.56% active;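 active = activation above the average of all compounds screened plus 3 SD, cutoff fixed separately per campaign, cut at about 7.5% in these data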;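 note: 0% = DMSO wells and 100% = 10 µM SAHA wells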
# GC-A act: GC-A stimulated cGMP production enhancers – HEK293 GC-A cells, cGMP TR-FRET, EC30 ANP, primary screen | Atrial natriuretic peptide receptor 1 (Homo sapiens), P16066 | 0% at EC30 ANP, 100% saturating ANP | activation, % at 10 µM | 370,000 tested, 0.14% active; in the data active = activation above about 40%
# Target sequence (P16066 whole entry, looked up): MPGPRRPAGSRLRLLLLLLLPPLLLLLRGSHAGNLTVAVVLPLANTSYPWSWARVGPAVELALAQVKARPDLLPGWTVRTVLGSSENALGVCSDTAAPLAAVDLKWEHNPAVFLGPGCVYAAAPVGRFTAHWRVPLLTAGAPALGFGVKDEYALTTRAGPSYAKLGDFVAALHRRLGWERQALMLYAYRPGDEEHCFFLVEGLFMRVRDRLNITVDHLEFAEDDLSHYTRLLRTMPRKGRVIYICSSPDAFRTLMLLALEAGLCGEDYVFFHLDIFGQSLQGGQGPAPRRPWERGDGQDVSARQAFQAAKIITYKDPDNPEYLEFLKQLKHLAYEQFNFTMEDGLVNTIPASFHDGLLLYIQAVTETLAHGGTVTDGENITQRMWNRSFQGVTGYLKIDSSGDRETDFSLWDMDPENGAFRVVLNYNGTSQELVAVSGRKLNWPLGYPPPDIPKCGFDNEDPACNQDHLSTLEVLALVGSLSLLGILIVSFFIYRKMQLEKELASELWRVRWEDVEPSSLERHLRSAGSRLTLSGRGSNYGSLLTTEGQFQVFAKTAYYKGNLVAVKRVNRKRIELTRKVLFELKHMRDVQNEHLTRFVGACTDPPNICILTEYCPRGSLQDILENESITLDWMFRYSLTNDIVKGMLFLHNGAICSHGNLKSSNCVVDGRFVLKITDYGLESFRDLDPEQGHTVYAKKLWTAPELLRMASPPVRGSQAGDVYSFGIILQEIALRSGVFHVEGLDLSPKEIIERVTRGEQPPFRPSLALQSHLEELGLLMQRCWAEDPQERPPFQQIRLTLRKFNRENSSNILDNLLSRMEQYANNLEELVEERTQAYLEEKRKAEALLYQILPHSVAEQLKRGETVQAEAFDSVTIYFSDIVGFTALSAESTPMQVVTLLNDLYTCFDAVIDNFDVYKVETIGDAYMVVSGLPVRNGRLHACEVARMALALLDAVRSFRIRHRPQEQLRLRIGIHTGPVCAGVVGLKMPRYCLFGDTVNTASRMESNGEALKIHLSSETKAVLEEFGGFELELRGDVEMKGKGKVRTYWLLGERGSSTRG
# SMARCA2 activ: SMARCA2 (BRM) function activators, primary screen, cell-based, luminescence, high throughput. MG213 cells, MMTV-luciferase reporter, dexamethasone, overnight. 370,000 tested, 1% active. activation, % at 9.1 µM; in the data active = activation above about 7.8%;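 note: 0% = vehicle wells and 100% = reference activator wells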
# sPLA2-III inh: human group III sPLA2 inhibitors, primary screen, biochemical, QFRET, BODIPY PC-A2 liposome substrate; Group 3 secretory phospholipase A2 (Homo sapiens), Q9NZ20; QFRET BODIPY PC-A2 liposome hydrolysis, fluorescence; inhibition, % at 12.2 µM; 370,000 tested, 0.56% active;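 active = inhibition above mean plus 3 SD of compounds lying within the high and low control bounds, cut at about 19% in these data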;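 note: 0% = median of test compound wells and 100% = no enzyme DMSO wells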
# hcDAF-12 act: H. contortus DAF-12 nuclear receptor activators, primary screen, cell-based, luminescence, HEK293, lit1-tk-luc reporter. HEK293 hcDAF-12 lit1-tk-luc reporter; 0% DMSO, 100% Δ7-dafachronic acid. activation, % at 6.8 µM. 370,000 tested, 1.4% active;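 active = activation above the mean of all tested compounds plus 3 SD, cut at about 5.5% in these data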;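 note: 100% = response to 3 µM Δ7-dafachronic acid high control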
# An asterisk follows results filed as active; / = not tested or not shown.
# The first 3 entries, ahead of the listing:
SMILES,DAX1 inh-1,hgDAF-12 ag,DAX1 inh-2,ssDAF12 agonist,proKLK7 act,NPR2 activator,GAA850 FXN act,GC-A act,SMARCA2 activ,sPLA2-III inh,hcDAF-12 act
Cc1ccc(-c2cc(C(=O)OCC(=O)N(C)C3CCS(=O)(=O)C3)c3ccccc3n2)c(C)c1 (configuration not stated),0.2,-0.9,-0.6,-1.6,0.3,-3,-0.6,2,-1,-14,0.3
CC1CCN(C(=O)CN(c2ccc3c(c2)OCO3)S(C)(=O)=O)CC1,-0.6,-1.0,0.1,-1.6,0.6,5,0.3,3,3,-10,-0.8
O=C(Nc1nc2ccccc2s1)c1ccc2c(c1)OCO2,-2.3,5.9,2.7,-0.5,-0.6,-1,-3.3,10,4,-12,3.8

# This part in full, previewed entries included:
SMILES,DAX1 inh-1,hgDAF-12 ag,DAX1 inh-2,ssDAF12 agonist,proKLK7 act,NPR2 activator,GAA850 FXN act,GC-A act,SMARCA2 activ,sPLA2-III inh,hcDAF-12 act
Cc1ccc(-c2cc(C(=O)OCC(=O)N(C)C3CCS(=O)(=O)C3)c3ccccc3n2)c(C)c1 (configuration not stated),0.2,-0.9,-0.6,-1.6,0.3,-3,-0.6,2,-1,-14,0.3
CC1CCN(C(=O)CN(c2ccc3c(c2)OCO3)S(C)(=O)=O)CC1,-0.6,-1.0,0.1,-1.6,0.6,5,0.3,3,3,-10,-0.8
O=C(Nc1nc2ccccc2s1)c1ccc2c(c1)OCO2,-2.3,5.9,2.7,-0.5,-0.6,-1,-3.3,10,4,-12,3.8
COc1ccc2c(c1)CCc1cnc(N)nc1-2,0.3,4.4,-0.2,-1.5,3.6,1,-0.9,-1,-1,2,-2.2
CC(=O)N(C(C)=O)c1ncn(C)c1S(=O)(=O)Nc1ccccc1,2.0,0.2,1.0,-1.6,-0.3,2,0.9,1,-1,7,1.2
Clc1ccc(C(c2nnnn2CCc2ccccc2)N2CCSCC2)cc1 (configuration not stated),-0.4,1.9,-0.8,-1.4,0.6,-14,1.3,-19,-2,-11,-2.4
CCOc1cc(/C=C2/NC(=O)N(CC(=O)OC)C2=O)ccc1O,-0.9,-1.4,0.8,-1.0,0.3,5,3.9,-2,1,1,-0.8
Oc1ccc(N=Nc2cccc(C(F)(F)F)c2)cc1C=Nc1ccc(N2CCOCC2)cc1,-0.4,-2.4,0.0,-0.9,0.1,-10,1.9,4,2,1,0.1
CNS(=O)(=O)c1cccc(C(=O)NCC2CCCCC2)c1,-0.4,2.6,0.5,-0.7,0.2,8,0.6,-1,0,12,-1.1
Cc1ccsc1/C=N/NC(=S)NCCc1ccccc1,-0.3,5.0,1.1,-1.6,-0.6,11,-0.4,-1,0,17,1.4
CCCCn1c(=O)n(CC(=O)Nc2ccc(OC)c(Cl)c2)c(=O)c2c1nc(CO)n2CCC,-0.7,0.7,0.0,-1.3,0.4,2,2.0,10,-1,-15,-1.2
CCOC(=O)N1CCN(C2=CC(=O)OC23CCCCC3)CC1,1.3,-1.2,-1.6,-1.8,0.0,3,-3.9,4,-1,9,0.1
CC(=O)Nc1ccc(S(=O)(=O)NCCc2cc3c(C)ccc(C)c3[nH]c2=O)cc1,0.3,-0.8,-0.4,-0.9,0.4,0,2.1,-5,-3,10,-1.6
CC(=O)CSc1nc(CCc2ccccc2)c(C#N)c(=O)[nH]1,1.8,0.5,-0.1,-1.1,-0.1,3,3.4,2,-1,-21,-0.7
Cc1ccsc1/C=N/NC(=O)c1ccc2ccccc2c1,0.6,14*,2.5,-0.3,-0.8,-4,-1.0,-8,4,2,2.4
CCOc1ccc(C2CC=C(C(C)=O)CN2S(=O)(=O)c2ccc(C)cc2)cc1 (configuration not stated),/,-1.2,-1.9,-1.1,-0.3,0,/,-4,-5,-10,0.7
COCCC(=O)N1CCC(Oc2ccc(C(=O)N3CCCCCC3)cc2)CC1,0.9,-1.2,-1.4,-0.1,0.3,4,2.0,3,0,3,-1.6
Cc1ccc2nc(SCC(=O)NC3CC3)[nH]c2c1,1.4,1.7,1.1,-1.0,-0.1,2,2.4,2,5,0,-0.3
CN(C)c1ccc(CNc2nc(-c3ccccc3)nn2S(C)(=O)=O)cc1,2.2,1.3,0.1,-0.9,-0.8,0,3.2,3,0,-4,1.0
CCN(CC)S(=O)(=O)c1ccc2c(c1)nc(SCC(=O)NCC1CCCO1)n2CC (configuration not stated),-1.6,-2.8,0.2,-0.6,-0.3,-2,0.4,-1,-1,5,0.4
COc1ccc(N(C(=O)Cc2cccs2)C(C(=O)NC2CCCC2)c2ccncc2)cc1 (configuration not stated),1.1,1.0,-0.1,-0.9,0.0,-5,0.1,-11,-2,0,2.1
COc1cc(/C=C2\SC(=O)N(CCNC(=O)c3cnc(C)cn3)C2=O)cc(OC)c1OC,-1.0,-0.6,-0.2,-1.6,0.7,5,-0.9,2,3,-1,0.3
O=C(Cc1noc2ccccc12)NNC(=S)Nc1ccccc1,1.1,0.8,0.0,-1.6,0.1,-6,1.9,3,-5,18,0.5
O=C(NCC1CCCO1)c1ccccc1-c1nc(-c2ccccc2F)no1 (configuration not stated),0.0,3.6,-0.4,-0.6,-0.6,0,-1.3,1,0,-5,-2.4
COc1ccccc1N1CCN(S(=O)(=O)CCNC(=O)COc2ccccc2)CC1,0.1,-2.2,-0.5,-0.4,0.6,-1,-2.8,-3,-1,0,-1.3
Cc1ccc(NC(=O)/C=C2\NC(=O)CS2)cc1,1.4,5.4,1.4,0.7,-0.2,3,1.3,2,4,-7,1.3
C[C@H](CO)N1C[C@H](C)[C@H](CN(C)C(=O)Nc2cccc3ccccc23)Oc2ncc(Br)cc2C1=O,/,0.5,-0.5,0.5,-5.8,-3,/,-2,-2,-2,0.9
CCOC(=O)c1nn(-c2ccccc2)c(-c2ccccc2)c1C(=O)c1ccccc1,1.0,-1.3,0.2,-0.8,0.2,-10,-1.9,-11,0,0,-2.1
Cc1cc(C)n2c(SC(C)C(=O)NC3(C#N)CCCCC3)nnc2n1 (configuration not stated),0.1,1.0,1.0,-1.8,0.2,0,2.9,5,0,-1,-0.9
Cc1cc(C)n(C(=O)c2cc(F)c(F)cc2C)n1,-0.6,-0.3,-1.1,-0.8,-0.5,5,1.0,3,-3,12,-0.9
COc1cc(CCc2ccc3c(c2)OCO3)oc(=O)c1,-1.5,2.5,-0.8,-1.4,-0.2,6,-0.2,-2,1,1,-1.8
O=C(CCCC(=O)N1CCN(c2ccccc2F)CC1)N1CCN(c2ccccc2F)CC1,1.8,-0.5,0.5,-1.2,0.3,4,3.4,2,-3,-1,-1.5
CC1CCC(NC(=O)c2cccn2C)CC1 (configuration not stated),3.1,15*,10.0*,0.0,0.1,2,-1.1,-1,8.8*,4,3.6
Cc1nn(-c2ccccc2)c(Cl)c1C(=O)NCC(C)c1ccccc1 (configuration not stated),2.7,6.7,0.2,-0.8,0.2,-8,3.2,-6,-1,-5,-1.1
COCCCNC(=O)CS(=O)Cc1nc(-c2cccc(OC)c2)oc1C (configuration not stated),0.3,0.7,0.4,-0.9,0.2,4,0.4,1,6,1,-0.6
Cc1c(Cl)cccc1NC(=S)N(CCN(C)C)C(C)c1ccccn1 (configuration not stated),0.2,-0.8,0.7,-1.8,0.7,-3,1.8,-9,1,0,-1.2
Cc1cccc(C)c1NS(=O)(=O)c1c(C)[nH]c(=O)[nH]c1=O,1.7,-1.9,0.0,-1.2,0.2,0,-1.8,1,7,9,-1.0
O=C(NC1CCCCC1)C1c2ccccc2OCC(=O)N1CC(F)(F)F (configuration not stated),/,-1.2,0.8,-1.2,0.7,-6,/,-7,-1,0,1.9
CCc1c(C(=O)Nc2ccc(OC)c(Cl)c2)[nH]c(C)c1C(C)=O,-0.2,-0.2,-0.7,-1.1,1.4,-10,-1.8,-4,-5,-11,-1.4
COc1ccc(C(=O)n2cc(C(=O)c3cc(C)ccc3O)cn2)cc1OC,0.8,7.4,0.2,-0.3,21*,-7,0.0,3,0,-15,-0.6
O=C(NC1CC1)C1CCN(C(=O)c2ccc(Cl)cc2Cl)CC1,-1.0,-0.5,-0.2,-0.9,0.2,-5,-0.7,4,-1,2,-0.3
CCC(=O)Nn1c(C2CCC2)nc2ccccc2c1=O,1.3,1.8,-0.6,-0.9,0.0,-6,-2.1,4,3,0,-0.3
O=C(CSc1n[nH]c(-c2ccccc2Cl)n1)NC1CCCCC1,-1.4,-2.2,-0.3,-0.7,-0.1,4,-1.6,-1,-4,3,1.8
CCCn1cnc2c(SCc3ccccn3)nc(N)nc21,1.4,-3.0,1.0,-0.6,0.1,7,2.4,-5,4,15,0.6
CCOC(=O)N1CCN(Cc2nc3cc([N+](=O)[O-])ccc3n2CC)CC1,0.0,-1.5,-0.3,-1.3,-0.3,0,0.3,4,-3,6,-1.3
Cc1ccccc1OCC(=O)Nc1ccccc1N1CCCCC1,0.4,1.8,-0.4,-1.0,0.1,-6,0.1,6,-1,1,-0.7
COc1cc(C2c3cc4c(cc3C3OC(=O)C2C3CO)OCO4)cc(OC)c1OC (configuration not stated),1.1,-3.8,1.4,-0.1,-0.2,-1,-1.6,-9,-2,10,0.5
Cc1cccn2c(=O)c(C=O)c(N3CC(C)OC(C)C3)nc12 (configuration not stated),0.6,-6.1,-0.8,-1.7,0.2,-4,4.2,-1,1,6,-2.1
NC(=O)CC[C@H](NC(=O)c1ccc(F)cc1)C(=O)OCC(=O)NCc1ccc(F)cc1,-0.5,0.9,0.3,-0.7,0.2,-1,0.5,-1,-4,7,-1.0
CC(=O)NC(=S)Nc1ccc(NC(=S)NC(=O)c2ccc([N+](=O)[O-])cc2)cc1,1.3,-0.9,0.6,-0.8,-0.8,-1,-0.2,-1,0,-1,-0.5

# For reference, part of the list above.
SMILES,DAX1 inh-1,hgDAF-12 ag,DAX1 inh-2,ssDAF12 agonist,proKLK7 act,NPR2 activator,GAA850 FXN act,GC-A act,SMARCA2 activ,sPLA2-III inh,hcDAF-12 act
O=C(NC1CC1)C1CCN(C(=O)c2ccc(Cl)cc2Cl)CC1,-1.0,-0.5,-0.2,-0.9,0.2,-5,-0.7,4,-1,2,-0.3
CCC(=O)Nn1c(C2CCC2)nc2ccccc2c1=O,1.3,1.8,-0.6,-0.9,0.0,-6,-2.1,4,3,0,-0.3
